Screens deposited in PubChem BioAssay by The Scripps Research Institute Molecular Screening Center.
M4 ag: human M4 muscarinic receptor agonists, primary screen, CHO-K1 cells, Fluo-8 calcium fluorescence | Muscarinic acetylcholine receptor M4 (Homo sapiens), P08173 | CHO-K1 hM4/Gqi5; vehicle 0%, full acetylcholine response 100% | activation, % at 3 µM | 360,000 compounds, 0.14% hits | AID 624127, 2012;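 active = activation above the run mean over all test wells plus 3 SD, cut at about 32% in these data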;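 note: peak over basal fluorescence ratio per well then scaled between controls; 0% = DMSO wells and 100% = acetylcholine at EC100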
CHO-K1 Ca antag: M1 antagonist counterscreen hit in parental CHO-K1 cells; ATP-induced calcium, Fluo-8 fluorescence; inhibition, % at 3 µM; 360,000 compounds, 0.6% hits; AID 602250;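 active = inhibition above a per-plate cutoff, the plate's mean sample inhibition plus 3 SD, cut at about 24% in these data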;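 note: 0% = DMSO plus EC80 ATP and 100% = DMSO alone without ATP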
M1 ag: human M1 muscarinic receptor agonists, primary screen, Fluo-8 calcium fluorescence, CHO-K1 cells, HTS | Muscarinic acetylcholine receptor M1 (Homo sapiens), P11229 | CHO-K1 hM1, agonist mode; 0% DMSO, 100% acetylcholine EC100 | activation, % at 3 µM | 360,000 compounds, 0.33% hits | AID 588814, 2011;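 active = activation above the run's mean compound activation plus 3 SD, cut at about 16% in these data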;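 note: peak over basal fluorescence ratio within a 140 s kinetic read after compound addition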
Target sequence (P11229 whole entry, looked up): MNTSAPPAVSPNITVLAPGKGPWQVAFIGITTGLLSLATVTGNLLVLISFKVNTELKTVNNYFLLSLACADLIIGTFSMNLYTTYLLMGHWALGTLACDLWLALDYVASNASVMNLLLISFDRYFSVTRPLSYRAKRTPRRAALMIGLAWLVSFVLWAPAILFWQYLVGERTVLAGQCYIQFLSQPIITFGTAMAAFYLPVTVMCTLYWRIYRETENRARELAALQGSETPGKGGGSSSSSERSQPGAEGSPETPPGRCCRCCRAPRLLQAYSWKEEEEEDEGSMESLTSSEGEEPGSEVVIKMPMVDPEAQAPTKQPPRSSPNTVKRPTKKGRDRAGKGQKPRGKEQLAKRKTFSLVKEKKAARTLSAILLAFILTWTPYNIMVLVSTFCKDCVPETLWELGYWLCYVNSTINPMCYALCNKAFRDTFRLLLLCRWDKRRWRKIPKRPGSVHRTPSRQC
CHO-K1 Ca ag: counter-screen for M1 agonists: effect in parental CHO-K1 cells; Fluo-8 calcium fluorescence; scaled to maximal ATP response, vehicle zero; activation, % at 3 µM; 360,000 compounds, 0.48% hits; AID 602248, 2012; in the data active = activation above about 15%;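 note: untransfected CHO-K1 host cells lacking M1 receptor as counterscreen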
CHO parental Ca: ATP-evoked calcium signal inhibitors, parental CHO, primary screen, counter-screen for OX1R antagonist project, cell-based, fluorescence, Fluo-8 calcium dye. parental CHO-K1, ATP-induced calcium, Fluo-8 fluorescence. inhibition, % at 5.6 µM. 330,000 compounds, 0.63% hits;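 active = inhibition above that plate's mean sample inhibition plus 3 SD, cut at about 26% in these data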;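 note: 0% = ATP-challenged DMSO wells and 100% = DMSO wells without ATP; some compounds past the cut are filed as inactive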
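Assay system: parental CHO cells; Read-out basis: percent inhibition of ATP-evoked calcium rise, normalized to controls; Benchmarks: ATP and no-ATP DMSO wells; Compound dosing: single nominal dose of 5.6 µM per compound; Signal: Fluo-8 calcium dye fluorescence; Also added: ATP as calcium-mobilizing challenge; Repeats: singlicate.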
CHRM1 PAM: human M1 muscarinic receptor positive allosteric modulators, primary screen, CHO-K1 cells, Fluo-8 calcium fluorescence, 1536-well | CHO-K1 hM1, ACh EC20; 0% = ACh EC20, 100% = maximal ACh | AID 588819, 2011 | activation, % at 3 µM | 360,000 compounds, 0.088% hits; in the data active = activation above about 19%, passing the limit was not always enough
M4 antag: human M4 muscarinic receptor antagonists, primary screen, CHO cells, Fluo-8 calcium fluorescence; CHO-hM4 cells, ACh EC80; 360,000 compounds, 0.73% hits; AID 624125, 2012; Muscarinic acetylcholine receptor M4 (Homo sapiens), P08173; inhibition, % at 3 µM;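 active = inhibition above its plate's cutoff, the mean inhibition of sample wells plus 3 SD, cut at about 27% in these data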;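 note: 0% = acetylcholine EC80 with DMSO and 100% = DMSO without agonist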
CHRM1 antagonist: human M1 muscarinic receptor antagonists, primary screen, CHO-K1 cells, Fluo-8 calcium fluorescence, 1536-well; 360,000 compounds, 1.3% hits; CHO-K1 hM1, ACh EC80 antagonist; Muscarinic acetylcholine receptor M1 (Homo sapiens), P11229; inhibition, % at 3 µM;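 active = percent inhibition above its own plate's cutoff, namely the mean of that plate's compound wells plus 3 SD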;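 note: peak over basal fluorescence ratio during 140 s after agonist addition; 0% = ACh EC80 plus DMSO and 100% = DMSO alone without agonist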
OXTR potentiate: human OXTR potentiators, primary screen, fluorescence, CHO-OTR cells, Fluo-8 calcium | Oxytocin receptor (Homo sapiens), P30559 | Fluo-8 calcium fluorescence, potentiator mode; 0% = oxytocin EC15, 100% = EC100 | activation, % at 3 µM | 320,000 compounds, 0.061% hits | AID 2445, 2010;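 active = activation above that plate's cutoff, the mean activation of tested compounds plus 3 SD, cut at about 6.6% in these data, passing the limit was not always enough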;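 note: 100% uses oxytocin at 75 nM as the full agonist control; some results filed as inactive read as strong as hits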
Target sequence (P30559 whole entry, looked up): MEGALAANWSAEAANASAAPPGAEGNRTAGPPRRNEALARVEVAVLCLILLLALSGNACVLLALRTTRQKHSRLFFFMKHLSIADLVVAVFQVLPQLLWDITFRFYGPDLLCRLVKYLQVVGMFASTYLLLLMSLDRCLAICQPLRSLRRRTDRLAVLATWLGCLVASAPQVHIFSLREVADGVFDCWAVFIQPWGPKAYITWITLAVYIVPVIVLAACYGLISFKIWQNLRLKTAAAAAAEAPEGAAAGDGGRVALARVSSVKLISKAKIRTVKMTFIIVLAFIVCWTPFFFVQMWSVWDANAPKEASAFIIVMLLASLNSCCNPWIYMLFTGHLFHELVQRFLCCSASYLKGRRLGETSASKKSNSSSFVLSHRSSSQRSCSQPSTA
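Material: human OTR in CHO cells. Compound: 3.0 µM, one dose. Timing: compound 6 min at room temperature before oxytocin, 100 s read. Evaluation: % activation of max/min ratio relative to oxytocin controls. Replication: single well per compound, singlicate. Signal: Fluo-8 calcium dye fluorescence.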
* hit, by the source's call; x = not tested or not shown.

SMILES	M4 ag	CHO-K1 Ca antag	M1 ag	CHO-K1 Ca ag	CHO parental Ca	CHRM1 PAM	M4 antag	CHRM1 antagonist	OXTR potentiate
CC(NC(=O)Cc1ccccc1)C(=O)O (stereo not given)	0	-8	0	0.0	-2	2	-4	2	-5
CCc1sc(NC(=O)CCC(=O)O)nc1-c1cc2ccccc2oc1=O	1	-7	-3	0.4	4	5	-7	-6	0
CCOc1ccc(S(=O)(=O)N2CCN(C(=O)COc3ccc(Br)cc3)CC2)cc1	1	-7	6	0.4	3	4	-9	3	-9
O=C(CCc1ccccc1)NCC(c1ccco1)N1CCc2ccccc21 (stereo not given)	-2	-1	-5	-0.8	-20	-1	4	3	-5
O=C1CCN(CCc2ccccc2)CCN1[C@H](CSc1ccccc1)c1ccccc1	8	-16	-8	0.3	-15	-5	-9	11	-16
O=c1oc2ccc(Br)cc2cc1S(=O)(=O)c1ccc(F)cc1	0	-8	-2	0.3	-11	12	-9	-12	-1
O=C(CN1CCN(c2ccc([N+](=O)[O-])cc2)CC1)c1ccccc1	2	3	-8	2.3	4	-26	29*	40*	-9
O=C1CN(C(=O)CSc2nncn2-c2ccccc2)c2ccccc2N1	1	-3	-4	0.3	0	2	-1	-4	-1
Cc1ccc(NC(=O)CN(C)C(=O)Cc2ccccc2F)cc1	1	-15	-3	0.7	-2	12	-9	-11	-3
CCOC(=O)CSc1nc2ccccc2c(=O)n1NC(=O)c1ccccc1	7	-2	-1	2.9	-9	3	-4	-4	0
COc1ccc(C2=NOC(Cn3nc(C(=O)NCc4ccc5c(c4)OCO5)cc3-c3ccccc3)C2)cc1 (stereo not given)	16	-8	0	5.2	-5	-8	14	24	-14
CC(C)(C)OC(=O)CNC(=O)c1nc[nH]c1C(=O)N1CCN(c2ccccc2)CC1	7	-21	2	0.6	-8	23	-10	-16	-5
CCCCn1c(N)c(N(CC(C)C)C(=O)C2CCN(S(=O)(=O)c3ccc(OCC)cc3)CC2)c(=O)[nH]c1=O	0	-3	-4	0.6	-31	7	-7	-10	-5
COc1ccc(C/C(N)=N/n2cnnc2)cc1Cl	1	12	1	-0.6	6	4	-1	-23	-14
O=C(Cc1c(F)cccc1Cl)Nc1ccc(S(=O)(=O)Nc2nccs2)cc1	2	1	-4	0.4	5	9	-14	-4	-4
O=C(NC1(C(F)(F)F)C(=O)Nc2c1c(=O)[nH]c(=O)n2-c1ccccc1)c1ccncc1 (stereo not given)	2	-8	-4	-0.2	-11	1	9	1	-1
CCN(CC)C(=O)Cn1cc(S(=O)(=O)CC(=O)N2CCCCCC2)c2ccccc21	0	-10	-1	0.3	-13	11	9	-21	-8
Cc1onc(-c2ccccc2Cl)c1C(=O)NCc1ccc(F)cc1	1	-5	-9	0.4	-15	1	9	-3	-3
COc1cccc(C(=O)Nc2ccc(F)cc2F)c1	0	-8	-1	-0.5	-17	8	-8	-8	-13
c1ccc(OCc2noc(CN3CCC(C4CCCCC4)C3)n2)cc1 (stereo not given)	0	-7	-9	-0.2	-15	9	2	-9	-7
Cc1ccc(C(=O)Nc2nc3ccc(S(C)(=O)=O)cc3s2)o1	3	3	-2	1.5	1	4	-6	-7	-12
Cc1cc(OCc2ccc(C(=O)n3cccn3)o2)ccc1Cl	1	-18	-2	1.7	-9	7	-7	-15	-8
C=CCn1c(=O)c2c(nc(-c3ccc(S(=O)(=O)O)cc3)n2C)n(C)c1=O	1	1	-3	0.8	1	-5	-5	-18	-4
CN1CCN(C(=O)CN(C2CCCCC2)S(=O)(=O)c2ccccc2)CC1	1	-8	-7	0.0	x	3	-1	3	x
CCOc1ccccc1-c1nc(-c2ccc(NC(=O)Cc3ccc(OC)cc3)cc2)no1	2	-4	-3	-0.1	4	-3	-6	2	-11

Grouped by structure: those above with a Cl atom.
SMILES	M4 ag	CHO-K1 Ca antag	M1 ag	CHO-K1 Ca ag	CHO parental Ca	CHRM1 PAM	M4 antag	CHRM1 antagonist	OXTR potentiate
COc1ccc(C/C(N)=N/n2cnnc2)cc1Cl	1	12	1	-0.6	6	4	-1	-23	-14
O=C(Cc1c(F)cccc1Cl)Nc1ccc(S(=O)(=O)Nc2nccs2)cc1	2	1	-4	0.4	5	9	-14	-4	-4
Cc1onc(-c2ccccc2Cl)c1C(=O)NCc1ccc(F)cc1	1	-5	-9	0.4	-15	1	9	-3	-3
Cc1cc(OCc2ccc(C(=O)n3cccn3)o2)ccc1Cl	1	-18	-2	1.7	-9	7	-7	-15	-8

The listing picks up, repeating the two entries before the break.
SMILES	M4 ag	CHO-K1 Ca antag	M1 ag	CHO-K1 Ca ag	CHO parental Ca	CHRM1 PAM	M4 antag	CHRM1 antagonist	OXTR potentiate
CN1CCN(C(=O)CN(C2CCCCC2)S(=O)(=O)c2ccccc2)CC1	1	-8	-7	0.0	x	3	-1	3	x
CCOc1ccccc1-c1nc(-c2ccc(NC(=O)Cc3ccc(OC)cc3)cc2)no1	2	-4	-3	-0.1	4	-3	-6	2	-11
CCCC(=O)Nc1cc2c(cc1C(=O)c1ccccc1)OCCO2	1	-4	-6	1.4	-20	-5	9	9	-4
COc1ccccc1C(=O)NNC(=O)c1ccc(NC(=O)C(C)C)cc1	3	-7	-4	1.5	x	4	2	-5	x
O=C(Nc1ccccc1)Nc1ncc(C(F)(F)F)cc1Cl	0	-15	-1	-0.4	x	8	-18	-16	x
Cc1ccc(S(=O)(=O)N(C)c2ccc3ccccc3c2)cc1	-2	-14	-5	0.6	-1	7	6	-13	-7
Cc1ccc(-c2ccc(SCC(=O)N3CCN(c4ccccc4)CC3)nn2)cc1	1	1	-10	0.1	-15	8	-7	-9	-3
CCOC(=O)c1ccc(NC(=O)CC2COc3ccccc3O2)cc1 (stereo not given)	2	1	-4	2.2	-19	-3	-4	-7	-11
CN(Cc1cnccn1)C(=O)CC1C(=O)NCCN1Cc1cccc(F)c1 (stereo not given)	1	-6	1	1.2	-5	-4	9	-9	-6
C=CCN(C(=O)c1csnn1)C(C(=O)NC1CCCC1)c1cccs1 (stereo not given)	1	-4	-3	-0.5	-4	8	7	-11	-3
Cc1ccc(NCC(O)C(O)C(O)CO)cc1C (stereo not given)	-1	-5	-7	0.5	-12	3	1	-3	3
CC(=O)OCCCCON1C(=O)c2ccccc2C1=O	1	-21	-4	0.5	-11	5	-21	-3	-9
O=C(NNS(=O)(=O)c1ccccc1)c1cccnc1	1	-18	-3	0.9	-7	2	3	1	0
Cc1ccc(C)c(S(=O)(=O)N2CCN(C(=O)c3ccc(-n4cncn4)c([N+](=O)[O-])c3)CC2)c1	5	-6	-4	1.1	-16	4	-4	-7	-4
O=C(CSc1ccc([N+](=O)[O-])cn1)Nc1ccc2c(c1)OCO2	2	-9	-2	1.8	-9	1	8	-5	-13
O=[N+]([O-])c1cccc(CNCc2ccccc2)c1	1	-9	-5	1.0	-12	6	3	-8	-15
CC1CCN(S(=O)(=O)c2ccc(Oc3ccc([N+](=O)[O-])cc3)cc2)CC1	2	0	-6	5.0	14	-18	10	30*	-11
C=CC(=O)Nc1ccc(Nc2nc(NC3CCC(N(C)C)CC3)nc3c2ncn3C(C)C)cc1 (stereo not given)	0	-4	-8	-0.2	-5	4	1	0	0
COc1ccc(NC(=O)CCSc2ccc(C)cc2)cc1S(=O)(=O)Nc1ccccc1Cl	5	1	-1	3.9	7	7	-2	-9	-7
CCNc1nc(NCC)n2c(SCC(=O)Nc3ccccc3F)nnc2n1	2	-9	-4	1.3	-12	7	-7	-1	-2
O=C(Nc1ccc(C2CC2(Cl)Cl)cc1)c1ccccc1Br (stereo not given)	3	-6	-9	1.7	-12	-1	-5	-5	-2
